All columns: NCI-60 one-dose screen, growth in % after 48 h at 10 µM unless noted; 100 = growth as untreated, 0 = no growth, -100 = all killed.
NCI-H226: NCI-H226 lung cancer; 79,000 compounds, 3.5% hits
CAKI-1: CAKI-1 renal cancer; 75,000 compounds, 4.7% hits; AID 1794772
NCI/ADR-RES: NCI/ADR-RES ovarian cells | 81,000 compounds, 4.4% hits
ACHN: ACHN renal cancer; 81,000 compounds, 4.9% hits; AID 1794771
RXF 393: RXF 393 renal cancer cells. 77,000 compounds, 6.9% hits
NCI-H23: NCI-H23 lung cancer | 80,000 compounds, 4% hits | AID 1794731
NCI-H460: NCI-H460 lung cancer; 82,000 compounds, 6.8% hits
A498: A498 renal cancer cells; 76,000 compounds, 5.4% hits
NCI-H522: NCI-H522 lung cancer; 78,000 compounds, 8% hits; AID 1794739
Numbers without * were called inactive; . = no result given; & = joins results of further samples. How the source made its calls: active means growth percent below 10; inactive means the rest.

SMILES	NCI-H226	CAKI-1	NCI/ADR-RES	ACHN	RXF 393	NCI-H23	NCI-H460	A498	NCI-H522
Oc1c(-c2nnc(-c3ccccc3Cl)o2)sc2nnc(-c3ccccc3)c(-c3ccccc3)c12	67	24	16	54	72	57	27	.	75
O=C(CN1C(=O)NC(c2ccccc2)(c2ccccc2)C1=O)c1ccc(Cl)cc1	71	67	50	90	95	101	90	57	87
CSCCC(NS(=O)(=O)Cc1ccccc1)C(=O)O (stereo not given)	104&108	.	105&104	107&107	125&113	104&97	108	79	78&99
c1ccc2cc(-c3cc(-c4ccc5c(c4)OCCO5)[nH]n3)ccc2c1	104	91	112	103	128	117	95	88	93
C/C(=N\NC(=O)Cn1c(C(C)C)nc2ccccc21)c1ccccc1C	113	93	103	93	111	94	100	87	82
Cc1ccc2c(c1S(=O)(=O)Cl)C(=O)c1ccccc1C2=O	91	95	105	106	102	97	106	81	101
N#CC1=C(Nc2ccccc2)c2nc3ccccc3c(=O)n2C1	96	80	104	94	114	93	101	117	97
COc1ccc(CN2C(=O)/C(=C\c3cc(OC)c(OC)c(OC)c3)c3cc(OC)ccc32)cc1	-21*	-2.3*	7.0*	-60*	-53*	-44*	-42*	39	-70*
Cc1ccc2nc(-c3ccc(N(C)C)c(Br)c3)cn2c1	98	126	78	96	63	92	40	118	.
COc1ccc(/C=C/c2nc3ccccc3n3c(-c4ccc(Cl)cc4)nnc23)cc1	95	72	94	93	100	.	89	85	64
OC12Cc3ccccc3C1=NN(c1ccccc1)C2c1ccccc1 (stereo not given)	90	71	99	76	100	81	96	94	77
COc1ccc(/C=N/NC(=O)c2c(N)nn(C)c2Nc2ccccc2)cc1	52	40	33	50	37	67	15	33	19
C/C(=C(/c1ccc(Cl)cc1)c1ccc(OCCN)cc1)c1ccc(Cl)cc1	100	97	102	98	102	98	103	95	99
O=C(N/N=C/c1coc2ccccc2c1=O)c1cc2oc(-c3ccccc3)cc2[nH]1	114	95	118	106	82	113	105	101	.
CC(C)c1ccc(C(=O)C2CC2)cc1	102	98	108	99	116	107	104	109	80
CN(C)c1ccc(/C=C/C(=O)c2ccc(NC(=O)CN3C(=O)NC(C)(c4ccccc4)C3=O)cc2)cc1 (stereo not given)	53	66	87	60	.	66	74	86	78
COc1ccc(/C=C\c2cc(OC)c(OC)c(OC)c2)cc1OCC(=O)Nc1ccc2nc(C)sc2c1	25	23	0.8*	47	70	38	24	80	-2.1*
O=C1CCCc2nc3ccccc3c(/C=C/c3ccc(Br)cc3)c21	.	63	92	87	97	99	91	59	39
CC(O)COC(C)C (stereo not given)	103	99	101	95	105	99	107	104	89
CC(C)NC(=O)[C@H](O)[C@@H](N)Cc1ccccc1	98	100	106	104	114	101	103	77	96
C=C(C)[C@@H]1CC[C@]2(C)[C@H](CCC34OC(=O)[C@@]5(CCC(C)(C)C[C@@H]35)CC[C@]42C)[C@@]1(C)CCC#N	102	74	97	97	92	95	104	85	95
Nc1ccc(S(=O)(=O)c2ccc(Cl)cc2)cc1	98	94	95	97	113	98	96	108	90
COC(=O)c1nnn(-c2cccc(C(F)(F)F)c2)c1N	91	75	97	95	100	84	104	114	100
CN(C)c1ccnc2c1ccn2C(=O)NS(=O)(=O)c1ccccc1	102	90	106	106	113	105	120	106	84
CC(=O)c1ccc2[nH]c3ccccc3c2c1	105	98	96	108	101	88	115	51	90

(next part)
SMILES	NCI-H226	CAKI-1	NCI/ADR-RES	ACHN	RXF 393	NCI-H23	NCI-H460	A498	NCI-H522
O=c1ccc2nc(-c3ccccn3)nn(-c3ccccc3)c-2c1	90	73	98	-85*	65	89	109	92	-45*
CN1CCC2(CC1)OCCCO2	104	89	94	102	109	84	100	97	90
CC(C)CSc1nc(NCCc2c[nH]c3ccccc23)c(C#N)c(-c2ccc(Cl)cc2)n1	51	50	55	67	31	69	30	113	69
Clc1ccc2nc[nH]c2c1	99	97	109	94	.	106	112	130	103
COc1cc(CNc2oc(-c3ccccc3)c(-c3ccccc3)c2C#N)cc(CN2CCCCC2)c1O	94	86	66	91	54	72	68	43	102
O=C(O)c1cc2cccc(S(=O)(=O)O)c2cc1O	94	.	112	.	105	109	106	95	94
Cc1[nH]c(=O)[nH]c(=O)c1Br	108	93	98	104	115	98	105	103	111
C=C1CC[C@@H]2[C@](C)(COC(C)=O)[C@H](OC(C)=O)CC[C@@]2(C)[C@@H]1CC(Nc1ccc(S(=O)(=O)Nc2ccc(Cl)nn2)cc1)C1=CCOC1=O (stereo not given in full)	-10*	32	17	16	-13*	58	14	89	-35*
CC(=O)Nc1ccc(NC(=O)CSc2nnc(Cc3ccccc3Nc3c(Cl)cccc3Cl)o2)cc1	94	92	102	106	101	100	106	.	98
CCSc1nc(Cl)c(C#N)c(-c2ccc(F)cc2)n1	94	.	102	100	103	96	103	92	93
Oc1ccc(/C=N/NC(=S)Nc2ccccc2)nc1	5.7*	8.0*	3.7*	12	3.1*	15	2.8*	.	-14*
CCOc1ccc(NC(N)=S)cc1	110	100	109	106	111	110	108	107	84
CCOC(=O)[C@@H]1CSC(CC)=C(C(=O)O)N1	98	97	113	98	109	103	110	108	94
Cc1cc(NC(=O)c2ccc(-c3ccccc3)cc2)no1	60	67	50	73	48	49	57	58	54
COC(=O)c1nc(N)nc(C(=O)OC)c1C(=O)c1ccncc1	107	94	106	116	100	104	129	128	108
COc1ccc(-c2cc(/C=C3\C(=O)Nc4cc(Cl)ccc43)[nH]n2)cc1	56	30	9.4*	45	9.9*	54	22	58	-15*
O=C1NC(=O)/C(=C\c2ccccc2O)S1	94	86	109	97	103	95	109	123	82
CC(=O)Oc1c(C)cccc1C(=O)O	111	.	98	103	109	92	115	108	76
N#Cc1nn(-c2ccccn2)c(N)c1C#N	106	93	104	100	127	105	106	106	67
CS(=O)(=O)c1ccc(-c2nc3ccccc3n2CC(=O)c2n[nH]c(=S)o2)cc1	101	88	96	95	97	90	108	95	87
CC(C[N+](C)(C)C)OC(N)=O (stereo not given)	81	102	103	107	111	107	105	103	95
COc1cc(/C=C/C(=O)N2CCN(C(=O)c3cc(OC)c(OC)c(OC)c3)CC2)ccc1OCCCOc1cc2c(cc1OC)C(=O)N1CCC[C@H]1C=N2	-8.7*	3.1*	79	0.2*	-55*	-14*	6.4*	-56*	-55*
CCC(=O)COC(C)=O	96	88	105	95	119	108	107	103	104
CC(O)CNC(Cc1ccccc1)c1ccc2c(c1)OCO2 (stereo not given)	90	93	95	101	110	99	103	90	72
CC1=C(CCN2CCN(c3ccccc3)CC2)C(=O)N2N=C(c3ccc(Cl)cc3)SC2N1 (stereo not given)	89	92	98	100	92	86	103	102	97

15 entries from above, as comma-separated lines:
Compound,NCI-H226,CAKI-1,NCI/ADR-RES,ACHN,RXF 393,NCI-H23,NCI-H460,A498,NCI-H522
C=C1CC[C@@H]2[C@](C)(COC(C)=O)[C@H](OC(C)=O)CC[C@@]2(C)[C@@H]1CC(Nc1ccc(S(=O)(=O)Nc2ccc(Cl)nn2)cc1)C1=CCOC1=O (stereo not given in full),-10*,32,17,16,-13*,58,14,89,-35*
CC(=O)Nc1ccc(NC(=O)CSc2nnc(Cc3ccccc3Nc3c(Cl)cccc3Cl)o2)cc1,94,92,102,106,101,100,106,.,98
CCSc1nc(Cl)c(C#N)c(-c2ccc(F)cc2)n1,94,.,102,100,103,96,103,92,93
Oc1ccc(/C=N/NC(=S)Nc2ccccc2)nc1,5.7*,8.0*,3.7*,12,3.1*,15,2.8*,.,-14*
CCOc1ccc(NC(N)=S)cc1,110,100,109,106,111,110,108,107,84
CCOC(=O)[C@@H]1CSC(CC)=C(C(=O)O)N1,98,97,113,98,109,103,110,108,94
Cc1cc(NC(=O)c2ccc(-c3ccccc3)cc2)no1,60,67,50,73,48,49,57,58,54
COC(=O)c1nc(N)nc(C(=O)OC)c1C(=O)c1ccncc1,107,94,106,116,100,104,129,128,108
COc1ccc(-c2cc(/C=C3\C(=O)Nc4cc(Cl)ccc43)[nH]n2)cc1,56,30,9.4*,45,9.9*,54,22,58,-15*
O=C1NC(=O)/C(=C\c2ccccc2O)S1,94,86,109,97,103,95,109,123,82
CC(=O)Oc1c(C)cccc1C(=O)O,111,.,98,103,109,92,115,108,76
N#Cc1nn(-c2ccccn2)c(N)c1C#N,106,93,104,100,127,105,106,106,67
CS(=O)(=O)c1ccc(-c2nc3ccccc3n2CC(=O)c2n[nH]c(=S)o2)cc1,101,88,96,95,97,90,108,95,87
CC(C[N+](C)(C)C)OC(N)=O (stereo not given),81,102,103,107,111,107,105,103,95
COc1cc(/C=C/C(=O)N2CCN(C(=O)c3cc(OC)c(OC)c(OC)c3)CC2)ccc1OCCCOc1cc2c(cc1OC)C(=O)N1CCC[C@H]1C=N2,-8.7*,3.1*,79,0.2*,-55*,-14*,6.4*,-56*,-55*

The list goes on:
SMILES	NCI-H226	CAKI-1	NCI/ADR-RES	ACHN	RXF 393	NCI-H23	NCI-H460	A498	NCI-H522
O=C1/C(=C/c2ccccc2CO)NC(=S)N1c1ccccc1	89	89	98	97	93	85	110	102	96
CC(C)c1nn(-c2ccccc2)c(-n2ccnc2)c1/C=N/NC(N)=S	98	84	102	92	103	98	100	87	92
CCOC(=O)c1c[nH]c(CN)c1C	95	.	106	102	120	103	103	101	94
COC(=O)C(Cc1cccc(-c2ccc(CO)nc2)c1)NC(=O)OCc1ccccc1 (stereo not given)	102	.	99	105	104	100	101	87	85
Cn1cc(-c2nonc2-c2c[nH]c3ccc(Br)cc23)c2cccnc21	59	60	72	75	95	79	95	81	73
O=C(NC1CCCCC1)N(c1ccccc1)c1nnc(-c2cccc([N+](=O)[O-])c2)s1	87	81	97	94	98	96	99	102	88
CCCSc1ccc(Nc2ncnc(N)n2)cc1	.	100	105	105	94	99	106	73	83
O=c1oc2ccc3ccccc3c2cc1C1=CC=NC2SC=CN12 (stereo not given)	88	.	98	101	117	95	103	114	86
COc1cc2nc(Cl)nc(Nc3cccc(C4=Nc5c(N)nc(N)nc5NC(c5ccc(Br)cc5)C4)c3)c2cc1OC (stereo not given)	93	90	87	101	77	91	28	91	68
Cc1cc2c(c(C)c1Cl)C(=O)/C(=C/c1ccco1)O2	.	94	104	92	124	88	95	104	85
COc1ccc(C2c3[nH]c4ccccc4c3C(c3ccc(OC)c(OC)c3)c3c2[nH]c2ccccc32)cc1OC (stereo not given)	95	79	96	87	121	92	97	95	89
CC1=C(Nc2ccc(F)cc2)C(=O)OC1C (stereo not given)	89	97	105	74	109	91	85	108	87
Cc1cc(C)c(Sc2c(C)cc(C)cc2C)c(C)c1	92	94	101	105	90	90	101	.	100
CCCCCCCCCCCCCCCCNC(=O)Nc1ccc(C)c(NC(=O)NCCCCCCCCCCCCCCCC)c1	99	117	112	99	108	111	103	113	.
CCOC(=O)Nc1c2ccccc2nc2ccccc12	90	71	101	101	103	104	.	95	117
Nc1nc(SCc2ccccc2CCl)c2[nH]cnc2n1	117	117	100	87	112	91	102	97	63
O=C1CC2(CCCc3sccc32)C(=O)N1 (stereo not given)	104	92	97	95	117	103	112	101	66
N#C[C@]1(CCCC2CC3C=CC2C3)CC2C=CC1C2 (stereo not given in full)	105	102	110	109	128	105	110	99	97
CC(C)CCNCCO	106	103	111	106	107	103	113	93	106
CC(C)(C)Nc1nc2c(OCCc3ccccc3)cccn2c1-c1ccc(Cl)cc1	12	29	5.0*	8.8*	-15*	.	16	56	3.2*
CC1CCN(C(=O)CC#N)CC1	105	100	108	102	122	118	111	103	87
O=S(=O)(c1ccc(N/N=C\c2cccc3ccccc23)cc1)c1ccc(N/N=C/c2cccc3ccccc23)cc1	96	92	94	95	109	102	99	110	74
O=C(Nc1ccc(-c2nc(-c3cccc(OCCN4CCOCC4)c3)c(-c3ccnc(Br)c3)[nH]2)cc1)c1ccccc1	53	-6.7*	53	28	-50*	13	7.3*	-70*	41
COc1cc(/C=C2\COc3ccc(O)cc3C2=O)cc(OC)c1	95	68	66	49	.	94	82	101	32
Cc1ncc(C(O)c2ccccc2)n1Cc1ccccc1 (stereo not given)	92	88	99	101	93	95	101	.	106

(continued)
SMILES	NCI-H226	CAKI-1	NCI/ADR-RES	ACHN	RXF 393	NCI-H23	NCI-H460	A498	NCI-H522
CS(=O)(=O)c1cccc(-c2c(-c3cccc(OCC(=O)c4ccccc4)c3)nc3sccn23)c1	95	66	90	93	80	94	100	62	92
O=C(CSc1oc(-c2ccccc2)nc1S(=O)(=O)c1ccc(Br)cc1)NC1CCCCC1	102	100	97	102	95	90	101	96	92
COc1ccc(C2C3=C(COC3=O)N(CCO)c3cc4c(cc32)OCCO4)cc1 (stereo not given)	.	81	95	96	75	97	77	94	58
Cc1ccc2c(c1)C(C)(O)CCC2 (stereo not given)	110	106	106	102	120	112	112	110	100
CC(N)CCCCc1ccccc1 (stereo not given)	83	97	101	106	103	96	109	105	88
COc1ccc(NC(=O)c2ccc(NC3=C(c4ccc(Cl)cc4)C(=O)NC3=O)cc2)cc1	84	84	88	86	84	85	91	87	45
CC1=CC(C)(C)NC(=S)N1c1ccc2ccccc2c1S(=O)(=O)O	97	96	113	97	.	108	105	104	.
C#CCOC(=O)/C=C/c1cn(-c2ccccc2)nc1-c1ccc(Cl)cc1	91	91	96	98	109	99	94	85	77
COc1ccc([C@H]2c3[nH]c4ccccc4c3C[C@H]3C(=O)N(CCCCCCC(=O)NO)CC(=O)N23)cc1	77	44	58	22	22	35	47	-4.1*	4.5*
Clc1ccc(-c2nc(N3CCOCC3)c3c4c(sc3n2)CCCC4)cc1	101	90	101	102	108	99	104	93	81
O=C(O)CCCCCNC(=O)c1nc(-c2ccccc2)n(-c2ccc(F)cc2)n1	103	96	111	105	.	102	114	101	97
NCCN1C(=O)c2cccc3c(-c4ccc5c(c4)ncn5C4CCCCC4)ccc(c23)C1=O	89	77	99	100	106	95	104	107	84
Cc1cccc(N2CCN(C3=NC(=O)/C(=C\c4cn[nH]c4-c4ccccc4)S3)CC2)c1	86	79	91	93	94	103	100	102	79
CCCCCc1ccc(S(=O)(=O)Nc2cccc(-c3csc(NC(=O)CN4CCN(C)CC4)n3)c2)cc1	93	79	93	92	.	95	21	83	90

No enrichment for hits; 12% or so of the library scored in one or more.
